PTAP TSG101 blk – blocks PTAP/TSG101 interaction to inhibit HIV-1 budding; Fluorescence polarization, FITC-PTAP peptide / Tsg101 binding; Potency, µM (top dose mostly 115 µM), without a hit: at the highest dose activity change, negative = inhibition, hits mostly inhibitors; 340,000 tested, under 10 active; active means well fitted inhibition curve with a large enough effect in the main read-out, with a control signal flat, not every such curve was filed as active; inconclusive means small, poorly fitted or top-dose-only effect, or effect the other way, or a change in a side signal; inactive means no such curve, though single readings can be large or run the other way; further: potency means the concentration at half of the fitted maximal effect; % of control where 0% means no effect
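FP read-out: FITC-PTAP peptide, 50 nM final, binding Tsg101 binding domain, 10 uM final; 20 min, r.t.; 10 mM HEPES pH 7.5, 0.15 M NaCl, 0.01% Tween 20, 3 mM EDTA, 0.1 mM TCEP.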
Tb PFK inh – inhibitors of T. brucei phosphofructokinase | O15648 | T. brucei PFK, ADP-Glo luminescence | Potency, µM (top dose mostly 57.5 µM), inactives show at the top dose activity, negative = inhibition, most hits filed as inhibitors | actives 0.17% (n = 330,000) | AID 485367;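 further: potency means the concentration at half of the fitted maximal effect; 0% = uninhibited 1x PFK enzyme wells and -100% = no-enzyme wells; nearly all actives have a fitted effect of over 60% in size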
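Compounds were pin-transferred as a titration series up to 57 uM into substrate buffer (0.5 mM F6P, 0.1 mM ATP, pH 8.0), then 1.25 nM PFK was added and reactions ran 45 min before ADP-Glo detection.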
FBPA coupling cs – counter-screen for Giardia aldolase inhibitors: coupling enzyme system; coupling enzyme system counterscreen, AmpLite Red fluorescence; activity change, negative = inhibition, % at 58.2 µM, hits read low; actives 0.67% (n = 290,000); in the data active means activity change below about -30%; further: on the % scale 0 is the no-effect control and ±100 the full control effect
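Counterscreen of the coupled detection system alone, without aldolase: glyceraldehyde-3-phosphate coupling enzymes plus AmpLite Red readout. Compounds at 57.5 uM final, 10 min RT preincubation, 20 min RT reaction, fluorescence 525/598 nm.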
GALK inhibitor – galactokinase (human) inhibition; P51570; actives 0.007% (n = 270,000); Potency, µM (highest dose often 57.5 µM), for inactives: at the highest dose activity change, negative = inhibition, hits mostly inhibitors; Purified GALK, Kinase-Glo residual ATP luminescence; further: potency means the concentration at half of the fitted maximal effect; on the % scale 0 is the no-effect control and ±100 the full control effect
Target sequence (P51570 whole entry, looked up): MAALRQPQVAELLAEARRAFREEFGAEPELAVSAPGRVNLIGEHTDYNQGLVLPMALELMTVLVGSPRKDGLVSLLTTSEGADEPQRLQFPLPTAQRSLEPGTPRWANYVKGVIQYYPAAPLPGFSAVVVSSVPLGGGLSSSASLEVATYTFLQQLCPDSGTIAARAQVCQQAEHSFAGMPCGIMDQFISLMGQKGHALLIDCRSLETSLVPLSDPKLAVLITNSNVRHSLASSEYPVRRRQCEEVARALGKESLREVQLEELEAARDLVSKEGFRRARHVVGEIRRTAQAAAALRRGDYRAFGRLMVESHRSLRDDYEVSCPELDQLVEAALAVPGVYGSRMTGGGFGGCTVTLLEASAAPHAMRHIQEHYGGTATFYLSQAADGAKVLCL
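Quantitative HTS: GALK 5 nM, ATP 35 uM, galactose 100 uM, 1 h room temperature, then luciferase-based ATP detection.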
Chronic BCR inh – inhibitors of chronic active B-cell receptor signaling; AID 493014; actives 0.05% (n = 340,000); Potency, µM (titrated, usually from 46.1 µM), without a hit: at the highest dose ratio change, negative = lower green/red ratio, most hits filed as inhibitors; ABC-DLBCL IkBa-CBG/CBR reporter, luminescence ratio, 4 h; active means well fitted inhibition curve with a large enough effect in the signal ratio, with a control signal flat, not every such curve was filed as active; inconclusive means small, poorly fitted or top-dose-only effect, or effect the other way, or a change in a side signal; the % refers to the signal ratio;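 further: potency means the concentration at half of the fitted maximal effect; plate controls were basal doxycycline-induced cells for no effect and cells given 10 µM MG132 for full effect; MG132 reads +100%, hits lower the ratio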
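Cell line TMD8 (human ABC DLBCL), stably expressing tet-inducible CBG68-IkBa fusion and CBR; IMDM/0.5% FBS; cpd up to 46 uM; dox induction, 4 h, 37C/5% CO2; dual luminescence; green/red ratio; MG132 control.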
Giardia killer – kills Giardia lamblia | activity change, % at 7.66 µM, hits read low | Giardia lamblia trophozoite viability | AID 540267 | actives 0.15% (n = 340,000); in the data active means activity change below about -80%; inconclusive means between about -30% and that limit;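 further: parasites exposed to compound for two days anaerobically before the ATP read; on the % scale 0 is the no-effect control and ±100 the full control effect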
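Media and compound were dispensed first, then trophozoites at 100 cells/well; plates sat 48 hrs at 37 deg C without oxygen before ATP luminescence reagent was added and read after 15-30 min at room temperature.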
ASM inhibitor – inhibitors of human secretory acid sphingomyelinase | placental ASM, HMU-PC fluorogenic substrate, 60 min | Potency, µM (series often up to 57.5 µM), without a hit: top-dose activity change, negative = inhibition, most hits filed as inhibitors | actives 0.006% (n = 340,000) | AID 504937; further: potency means the concentration at half of the fitted maximal effect
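Steps: dispense placental human ASM, pin compound, wait 10 min at room temperature, add HMU-PC0 substrate at 9 uM final, incubate 60 min at 37 °C, add stop solution raising pH to 10, read fluorescence.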
B2AR arrestin – recruits beta-arrestin to the human beta2-adrenergic receptor; P07550; AID 492947; beta-arrestin recruitment to beta2AR, cell-based reporter; actives 0.02% (n = 330,000); Potency, µM (titrated, usually from 46.1 µM), for the others: at the highest dose activation, actives largely listed as activators;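 further: potency means the concentration at half of the fitted maximal effect; 0% = DMSO controls and full agonism = EC100 isoproterenol or metaproterenol; nearly all actives have a fitted effect of over 65% in size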
Menin-MLL TR inh – menin-MLL binding inhibition, Texas Red mutant peptide; O00255; Menin + Texas Red MLL mutant peptide, fluorescence polarization; Potency, µM (highest dose often 61.6 µM), without a hit: at the top dose FP activity change, negative = inhibition, actives largely listed as inhibitors; actives 0.23% (n = 270,000); AID 1768; active means well fitted inhibition curve with a large enough effect in the polarisation, with a control signal flat, not every such curve was filed as active; inconclusive means small, poorly fitted or top-dose-only effect, or effect the other way, or a change in a side signal; inactive means no such curve, though single readings can be large or run the other way; the % refers to the polarisation; further: potency means the concentration at half of the fitted maximal effect; % of control where 0% means no effect; many of its hits are not listed in these tables
a7 integrin act – activators of alpha7 integrin expression for muscular dystrophy | alpha7betagal myoblasts, beta-gal FDG fluorescence, 48 h | Potency, µM (doses to about 38.3 µM), for the others: at the top dose activation, usual class: activators | actives 0.064% (n = 350,000);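 further: potency means the concentration at half of the fitted maximal effect; 100% = response of the positive control SU9516; nearly all actives have a fitted effect of over 60% in size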
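Alpha7betagal+/- myoblasts (passage 13) were plated 16-24 hr, then exposed to compounds (1:260 dilution of DMSO stock) for 48 hours at 37C. After MPER lysis, β-galactosidase reporter activity was read as FDG fluorescence (ex 480/em 540) after 30 minutes.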
PKM2 activator – activators of human pyruvate kinase M2; purified PKM2, Kinase-Glo ATP luminescence, activation; response scale: 0% is enzyme alone, no compound; Potency, µM (highest dose often 57.5 µM), inactives show at the highest dose activation, hits mostly activators; actives 0.34% (n = 260,000); further: potency means the concentration at half of the fitted maximal effect; on the % scale 0 is the no-effect control and ±100 the full control effect; nearly all actives have a fitted effect of over 55% in size
Target sequence (P14618 whole entry, looked up): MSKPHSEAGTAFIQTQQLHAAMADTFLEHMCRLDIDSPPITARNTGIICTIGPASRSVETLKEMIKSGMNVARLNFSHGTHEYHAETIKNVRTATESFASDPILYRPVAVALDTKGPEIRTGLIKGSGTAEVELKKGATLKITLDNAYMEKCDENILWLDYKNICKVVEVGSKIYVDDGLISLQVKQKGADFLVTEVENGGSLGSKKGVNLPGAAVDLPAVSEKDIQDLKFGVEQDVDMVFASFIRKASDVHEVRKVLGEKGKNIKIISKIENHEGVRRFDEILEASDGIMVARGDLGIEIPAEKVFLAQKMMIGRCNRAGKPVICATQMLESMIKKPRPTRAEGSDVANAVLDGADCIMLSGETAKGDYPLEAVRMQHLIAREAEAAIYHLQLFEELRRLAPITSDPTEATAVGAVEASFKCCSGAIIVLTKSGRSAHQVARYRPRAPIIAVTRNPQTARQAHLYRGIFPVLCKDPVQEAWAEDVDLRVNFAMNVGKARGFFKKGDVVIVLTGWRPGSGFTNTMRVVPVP
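Kinase-Glo luminescence reports ATP generated from ADP (0.1 mM) and PEP (0.5 mM) by purified hPK-M2 after 1 h at room temperature, pH 7.2 imidazole buffer; intermediate enzyme activity allows detecting inhibitors and activators.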
Numbers without * were called inactive; u = inconclusive; x = no result given; [ ] = remark or other dose. Unless noted, the call rests on the fitted dose curve; in most records, active means well fitted curve in the direction sought with a large enough effect; inconclusive means small, poorly fitted or top-dose-only effect, or another doubt; inactive means no such curve, though single readings can be large; an effect the other way counts as inactive or inconclusive. The list is partial (hit frequency here may not be typical).

SMILES	PTAP TSG101 blk	Tb PFK inh	FBPA coupling cs	GALK inhibitor	Chronic BCR inh	Giardia killer	ASM inhibitor	B2AR arrestin	Menin-MLL TR inh	a7 integrin act	PKM2 activator
C=C(C)CSc1nnc([C@H](CCSC)NC(=O)OC(C)(C)C)o1	-4.1%	4.3%	1.5	-0.1%	-4.0%	2.5	1.0%	0.2%	-1.3%	0.9%	-18.2%
CC(CCc1ccc(O)cc1)NC1c2ccccc2-c2ccccc21 (stereo not given)	-3.9%	-3.7%	-8.5	5.8%	-3.7%	11.5	-0.3%	0.6%	-3.1%	-29.3%	7.6%
COc1ccc(S(=O)(=O)N(CC(=O)NCc2ccco2)c2ccc(C)cc2)cc1OC	0.4%	-5.4%	6.7	9.0%	-3.0%	-1.0	5.9%	-0.6%	u	0.3%	1.5%
COC(=O)c1nc2ccc(N3CCOCC3)cc2c(C)c1C(=O)OC	-5.5%	0.8%	-50.5*	-4.1%	2.0%	u	346.2%[activator]	-0.2%	1.9%	12.4%	11.8%
Cc1cc(N2CCN(c3ccccc3)CC2)nc(-c2ccccc2O)n1	-5.7%	0.0%	-0.2	1.3%	-11.6%	11.4	-9.3%	0.3%	8.8%	23.5%	-0.5%
CC(O)c1nc2ccccc2n1CC(=O)Nc1ccc2c(c1)OCCO2 (stereo not given)	0.0%	-2.5%	2.2	-2.0%	-6.6%	-18.8	2.4%	-0.6%	-6.1%	-19.9%	-4.3%
Cc1cc2[nH]ncc2cc1NC(=S)NC(=O)c1ccccc1	-4.1%	5.5%	-0.1	-1.9%	-20.7%	-18.8	-0.1%	-0.1%	u	-27.1%	3.0%
CC(C)/C(=N\NS(=O)(=O)c1ccc(Br)cc1)c1cccs1	-3.5%	0.4%	7.6	6.5%	3.2%	-8.5	-0.8%	-0.2%	40.0%[activator]	12.7%	-1.4%
COC(=O)c1ccccc1NC(=O)c1ccc(COc2ccc3c(c2)CCC3)cc1	-2.9%	0.6%	-0.5	0.0%	u	5.4	-0.6%	-0.5%	0.4%	31.2%	-0.3%
CCOc1ccccc1CN1CCNC(=O)C1CC(=O)NC1CCCCC1 (stereo not given)	-5.7%	-3.0%	x	8.7%	-2.7%	8.4	6.6%	4.0%	x	-1.6%	x
COc1ccccc1NS(=O)(=O)c1cc(NC(=S)NCC2CCCO2)ccc1C (stereo not given)	-3.2%	-2.2%	0.3	6.2%	-3.9%	13.5	-1.7%	0.1%	12.5%	-16.7%	-0.6%
O=C(Cc1cccc(NC(=O)C2CCCN(C(=O)CCc3ccccc3)C2)c1)Nc1cccc(C(=O)N2CCCC2)c1 (stereo not given)	-5.3%	7.2%	x	x	u	-4.2	0.6%	0.2%	x	-25.6%	x
c1ccc(OCCSc2nc3ccccc3o2)cc1	4.0%	-4.1%	-0.5	10.1%	u	-0.1	1.9%	0.0%	-1.6%	25.9%	-2.3%
CCc1ccc(NC(=O)C2CCCN(S(=O)(=O)c3cccs3)C2)cc1 (stereo not given)	0.2%	-1.3%	-4.4	-2.9%	u	1.9	-7.1%	-0.3%	8.3%	-7.2%	-0.2%
O=C(NCc1ccccc1)N1CCOCC1	0.6%	0.0%	-1.5	-0.9%	0.2%	17.9	0.5%	-0.4%	x	0.0%	-8.3%
Cc1cc(C(=O)NCc2cccs2)nn1C	-1.5%	-11.0%	-1.0	1.5%	-0.3%	15.9	0.7%	0.0%	x	2.6%	-5.5%
CCSc1cc(N2CCOCC2)nc(-c2ccc(Cl)cc2)n1	-1.7%	-0.1%	0.4	0.3%	-0.6%	-12.6	-12.5%	-0.1%	10.8%	-9.9%	-5.5%
COc1ccc(/C=N/N2CCN(c3ccc(Cl)cc3)CC2)cc1	-1.9%	-0.2%	0.2	-4.7%	-2.0%	13.3	1.8%	-0.2%	3.3%	26.9%	-0.7%
CCCn1cc(CN2CCC(Oc3ccc(C(=O)N4CCCC4)cc3)CC2)c(C)n1	-0.7%	-1.9%	x	5.8%	0.8%	21.1	4.6%	0.5%	x	-12.5%	x
Cc1c(CCO)c(=O)[nH]n1S(=O)(=O)c1ccc(F)cc1	-4.6%	4.4%	0.9	-0.8%	-12.9%	23.0	1.3%	0.0%	6.2%	14.9%	-3.9%
CCOC(=O)C1(Cc2cccc(F)c2)CCN(C(=O)c2cnccn2)CC1	-4.4%	0.1%	0.7	10.4%	0.5%	-28.5	-0.9%	0.0%	16.6%	-13.0%	-1.5%
Cc1ccc(-c2nn(CC(=O)NCC3CCCO3)c(=O)c3ccccc23)cc1 (stereo not given)	-4.3%	5.2%	2.4	0.4%	-0.3%	-4.0	-2.4%	-0.3%	-0.3%	-1.6%	-1.2%
COc1ccc(NS(=O)(=O)c2cc(NC(=O)c3ccccn3)ccc2OC)cc1Br	-2.4%	6.3%	x	x	2.3%	-14.1	-13.9%	0.2%	x	0.3%	x
O=S(=O)(NCc1ccc2c(c1)OCO2)c1cnc[nH]1	0.9%	4.0%	-1.0	0.7%	0.5%	-5.8	5.6%	0.0%	9.2%[11.7 µM]	3.6%	5.8%
CCC(=O)NS(=O)(=O)c1cccnc1Nc1ccc(Cl)cc1	-3.4%	2.9%	10.7	-3.0%	17.1%	-14.4	2.2%	0.4%	-9.2%	-0.3%	-1.0%

Brought forward from above: two entries; new compounds follow.
SMILES	PTAP TSG101 blk	Tb PFK inh	FBPA coupling cs	GALK inhibitor	Chronic BCR inh	Giardia killer	ASM inhibitor	B2AR arrestin	Menin-MLL TR inh	a7 integrin act	PKM2 activator
O=S(=O)(NCc1ccc2c(c1)OCO2)c1cnc[nH]1	0.9%	4.0%	-1.0	0.7%	0.5%	-5.8	5.6%	0.0%	9.2%[11.7 µM]	3.6%	5.8%
CCC(=O)NS(=O)(=O)c1cccnc1Nc1ccc(Cl)cc1	-3.4%	2.9%	10.7	-3.0%	17.1%	-14.4	2.2%	0.4%	-9.2%	-0.3%	-1.0%
Cn1c(=O)c2c(ncn2CC(=O)OCC(=O)c2ccc(F)c(F)c2)n(C)c1=O	-1.4%	0.6%	x	7.1%	1.4%	5.1	-1.1%	-0.4%	x	3.8%	-12.6%
Cc1cccc(NC(=O)c2cc([N+](=O)[O-])ccc2N2CCCCC2)n1	-1.3%	-3.0%	-3.4	-1.4%	-5.0%	44.0[activator]	-8.3%	0.2%	13.6%	7.0%	-1.7%
COc1ccc(C2=NOC(CN3C(=O)c4ccccc4S3(=O)=O)C2)cc1 (stereo not given)	-10.2%	0.3%	1.3	1.1%	-22.4%	-1.7	-4.9%	0.7%	3.7%	9.2%	4.4%
Cc1ccc(CN2C(=O)c3ccccc3C2C(=O)NCc2cccnc2)cc1 (stereo not given)	2.8%	-4.0%	-5.9	2.0%	12.2%	-15.8	1.2%	3.2%	1.2%	-5.0%	-4.9%
CC1(c2ccncc2)Nc2ccccc2-c2nc3ccccc3n21 (stereo not given)	-2.2%	-13.5%	-1.0	-1.0%	4.4%	-17.3	236.8%[activator]	-0.3%	14.2%	-14.4%[7.66 µM]	-2.0%
O=C(NCCc1ccccc1Cl)C1CCC(=O)N(C2CCCCCC2)C1 (stereo not given)	-1.6%	-1.5%	0.2	8.1%	-3.8%	-17.0	-1.3%	-0.8%	-22.4%	8.8%	x
O=C(O)COc1nsnc1N1CCOCC1	1.0%	0.8%	4.4	5.2%	1.6%	16.3	2.6%	0.2%	-0.2%	-2.7%	-9.1%
CCOC(=O)C1CCN(C(=O)c2c(-c3c(F)cccc3Cl)noc2C)CC1	-6.4%	-18.1%	1.4	3.1%	0.6%	-7.9	-1.5%	-0.4%	-15.9%	9.6%	-7.9%
O=C1CC(C(=O)NC2CCCCC2)C(c2ccccc2)O1 (stereo not given)	-12.8%	-11.3%	0.9	-1.6%	7.0%	1.3	1.9%	-0.1%	-18.1%	16.9%	-0.5%
O=S(=O)(N=C(NS(=O)(=O)c1ccc(Cl)cc1)c1ccccc1)c1ccc(Cl)cc1	-2.8%	-1.7%	x	x	6.2%	-3.2	16.6%	-0.3%	x	u	x
COc1ccc(-c2nc(Cn3c(SCc4ccc(F)cc4)nc4ccncc43)c(C)o2)cc1OC	-0.5%	1.8%	-1.1	1.4%	u	-11.4	-19.4%	1.0%	4.5%	6.3%	-8.4%
COc1cccc(OC)c1C(=O)N=c1sc2cc(S(C)(=O)=O)ccc2n1C	0.0%	-2.7%	3.4	8.0%	2.0%	-8.6	-1.3%	-0.3%	5.4%	6.5%	0.9%
